NPYLR7 agonist: agonists of mosquito NPYLR7 receptor, primary screen, cell-based, Aedes aegypti, calcium fluorescence, mosquito biting behavior; activation, % at 10 µM; AID 1259423, 2018; actives 0.15% (n = 270,000); HEK293T NPYLR7/Galpha15, GCaMP6s calcium fluorescence; Aedes aegypti neuropeptide Y-like receptor 7 (NPYLR7); in the data active = activation above about 40%;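 also: 0% = vehicle and 100% = reference agonist at the receptor; some compounds past the cut are filed as inactive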
hcGAS lum: Primary biochemical luminescence assay for human cyclic GMP-AMP synthase inhibitors | Q8N884 | recombinant h-cGAS, ATP depletion, Kinase-Glo luminescence | inhibition, % at 12.5 µM | actives 0.081% (n = 290,000);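 also: 0% = vehicle reaction and 100% = reaction without DNA for no activity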
Target sequence (Q8N884 whole entry, looked up): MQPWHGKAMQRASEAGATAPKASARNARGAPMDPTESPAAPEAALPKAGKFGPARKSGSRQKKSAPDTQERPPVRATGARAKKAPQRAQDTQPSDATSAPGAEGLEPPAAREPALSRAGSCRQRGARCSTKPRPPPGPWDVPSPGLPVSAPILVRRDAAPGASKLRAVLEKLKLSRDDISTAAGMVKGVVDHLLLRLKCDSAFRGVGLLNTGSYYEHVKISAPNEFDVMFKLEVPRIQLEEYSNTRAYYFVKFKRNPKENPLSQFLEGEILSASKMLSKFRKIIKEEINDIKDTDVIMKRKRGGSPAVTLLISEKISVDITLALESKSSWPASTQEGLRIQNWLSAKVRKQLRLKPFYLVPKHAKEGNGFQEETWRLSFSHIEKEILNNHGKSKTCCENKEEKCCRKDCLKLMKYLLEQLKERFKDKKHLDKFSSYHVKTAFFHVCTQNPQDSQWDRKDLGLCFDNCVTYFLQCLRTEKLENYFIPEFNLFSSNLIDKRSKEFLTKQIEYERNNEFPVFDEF
mcGAS lum: cyclic GMP-AMP synthase inhibitors, mouse, primary biochemical chemiluminescence | recombinant cGAS, Kinase-Glo ATP depletion luminescence | inhibition, % at 12.5 µM | actives 0.15% (n = 160,000);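 also: 0% = negative control wells and 100% = reference inhibitor with no enzyme activity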
Active calls of the source: *; . = no result given. Rule as the data show it, unless noted: active = inhibition above about 40%; inactive = the rest.

no.	Molecule	hcGAS lum	NPYLR7 agonist	mcGAS lum
1	CCOC(=O)c1cc2cc(NC(=O)C3=CC(C)(C)Oc4ccc(OC)cc43)ccc2o1	1	3	-7
2	O=C(CCCn1ncn2c(cc3occc32)c1=O)N1CCCCC1	-6	2	-5
3	CS(=O)(=O)c1ccc(SCC(O)c2ccccc2)c(S(C)(=O)=O)c1 (stereo not given)	1	6	.
4	COC(=O)Cn1c(=O)c2c(nc3n(CC4CCCO4)c(C)cn23)n(C)c1=O (stereo not given)	-5	-6	.
5	CCN(CC(=O)NC(C)(C)C)S(=O)(=O)c1cccc(Cl)c1Cl	-3	2	.
6	Cc1cccc(Oc2cc(N3CCN(C(=O)C4CC4)C(C)C3)ncn2)c1 (stereo not given)	-7	10	-5
7	CCNC(=O)C1CCCN(C(=O)NC(C)c2ccc(OC(F)F)cc2)C1 (stereo not given)	1	4	.
8	CCCNC(=O)C1(C)CCN(Cc2nccn2C)C1 (stereo not given)	-17	0	.
9	CCCCCc1ccc(C(=O)N(CC(=O)N(Cc2ccco2)Cc2cccn2C)C(C)CC)cc1 (stereo not given)	-4	4	-4
10	O=S(=O)(c1ccccc1)n1cccc1CN1CCCC(Cn2ccnc2)C1 (stereo not given)	-6	-3	-11
11	O=S(=O)(NCCn1ccnc1)C1=Cc2ccccc2CC1	8	3	.
12	O=C1NC(Nc2nc3ccccc3s2)(C(F)(F)F)C(=O)N1C1CCCCC1 (stereo not given)	-1	1	.
13	CCOc1ccccc1-c1noc(-c2cn[nH]c2-c2ccccc2)n1	-8	.	-9
14	CON(C)C(=O)Nc1cnc(OC(c2ccccc2)C(F)(F)F)c(C)c1 (stereo not given)	-6	2	.
15	COc1ccccc1CN(CCO)c1cccc(F)c1C#N	-8	5	.
16	O=C1c2ccc(O)cc2C(=O)c2ccc(O)cc21	5	-3	.
17	CN(C)C(C(=O)NC1CC1c1cccc(F)c1)c1ccccc1 (stereo not given)	-1	-1	.
18	CN1CCN(c2ccc(Nc3nccc4[nH]c(-c5ccccc5)cc34)cc2)CC1	22	-6	21
19	COc1cccc(C(=O)N2CCCC(OCc3cccc(OC(F)(F)F)c3)C2)c1 (stereo not given)	0	-2	.
20	O=S(=O)(NCCOc1ccc(-c2cccs2)nn1)c1ccc(F)cc1	-6	-1	0
21	Cn1nc(C(=O)NC(c2ccccc2)c2ccncc2)c2ccccc2c1=O (stereo not given)	-3	-3	.
22	C=C(C)CN(CC)C(=O)c1cc2c(s1)-c1ccccc1OC2	-1	-5	-5
23	CC1CCCN(S(=O)(=O)c2ccc(-c3nc(C#N)c(N4CCc5ccccc5C4)o3)cc2)C1 (stereo not given)	-11	4	-11
24	CC/C=C(\C)c1c(-c2ccccc2)ncn1CC(O)CO (stereo not given)	-2	-4	.
25	c1ccc(-c2nn3c(c2-c2ccnc4cc(OCCN5CCOCC5)ccc24)CCC3)nc1	-6	-3	-11
26	COCCN(Cc1ccc(OS(=O)(=O)c2cccc(C(F)(F)F)c2)cc1)C(=O)c1ccc(OC)cc1	-10	-2	-6
27	CCCC(=O)C1=C(c2ccc(F)cc2)N(C(=O)CCC)n2c(C)nnc2S1	-11	1	.
28	Cn1nnc2c(N3CCN(C(=O)C4CC(=O)N(c5cccc(F)c5)C4)CC3)ncnc21 (stereo not given)	-1	1	.
29	Cc1ccccc1C(=O)N[C@@H]1CCCCC1NC(=O)C1CCN(C(=O)c2cccc([N+](=O)[O-])c2)CC1 (stereo not given in full)	-7	0	9
30	CCOC(=O)C1(C/C=C/c2ccccc2)CCCN(C(=O)CCn2ccc(C)n2)C1 (stereo not given)	-2	1	.
31	CCn1cc(C(CC(=O)NCCN2CCOCC2)c2cc(OC)cc(OC)c2)c2ccccc21 (stereo not given)	7	-7	1
32	Cc1nnc(C(NC(=O)CNC(=O)C2CCCC2)c2ccccc2)n1C (stereo not given)	-7	2	-13
33	CC1CCCCC1NC(=O)c1ccc(OCC2CCCO2)cc1 (stereo not given)	-18	0	.
34	Cc1ccc(-c2cc(C(=O)N3CCN(c4ccccc4F)CC3)n(-c3cccc(Cl)c3)n2)o1	0	5	-3
35	Cc1nc(CCN(C)C(=O)c2cc(COc3ccccc3F)[nH]n2)no1	-5	-3	.
36	CN(C)CCN(Cc1cc(NC(=O)C2CC2)ccc1N(C)C)C(=O)c1ccc(F)cc1	6	2	-5
37	Cc1nc(C(=O)NCCS(=O)(=O)N2CCCC2)cs1	-2	1	.
38	CCOc1ccc(-c2ccccc2NC(=O)C2CC2)cc1	-6	-9	-17
39	Cc1cc(NC(=O)COC(=O)c2ccc3c(c2)OCCCO3)no1	-2	-6	.
40	O=c1[nH]c(CSCc2ccc(F)cc2)nc2ccsc12	-2	-9	.
41	CCc1nc2c(OCCn3cccc3)cccn2c1N(C)C(=O)C(C)C	-3	3	-2
42	O=C1COCc2cc(-c3ccccc3)ccc2N1CC1CC1	-6	5	.
43	CC1(C(=O)Nc2ccc(Cl)c(Cl)c2)CCN1C(=O)Cc1cccc2ccccc12 (stereo not given)	-11	-4	-3
44	Cc1sc(S(C)(=O)=O)c(C(=O)O)c1Br	-9	-2	-6
45	CCN(Cc1nccn1Cc1cccc(C)c1)C(=O)c1ccc(F)cc1	-6	6	-4
46	CCn1nnnc1SCc1csc(-c2c(F)cccc2F)n1	-5	1	-5
47	COc1ccc(Nc2nc(-c3cccc(Br)c3)nc3ccccc23)cc1	-3	1	-4
48	O=c1c2ccccc2cnn1CN1CCN(S(=O)(=O)c2ccc(F)c(Cl)c2)CC1	-4	6	.
49	COc1cccc(COC2CN(C(=O)CSc3nnc(C)s3)CC(=O)N(CC(C)C)C2)c1 (stereo not given)	-2	-4	-2
50	CCC(C(=O)N(CCOC)CC(=O)N(CCc1c[nH]c2ccccc12)Cc1ccccc1)c1ccccc1 (stereo not given)	-2	14	-3

Continued.
no.	Molecule	hcGAS lum	NPYLR7 agonist	mcGAS lum
51	C#CCOCC(O)CN(Cc1ccccc1)Cc1cccc(F)c1 (stereo not given)	-1	9	-5
52	COC1CCN(S(=O)(=O)Cc2ccccc2)CC(=O)N(C)c2ccccc21 (stereo not given)	-3	5	-8
53	O=C(O)[C@@H]1CCCN1C(=O)c1ccco1	-6	-6	.
54	C=CCOCC(O)CN(CCC(C)C)Cc1cccn1Cc1cccc(F)c1 (stereo not given)	-5	-4	-2
55	COc1ccc(Cn2c(C3CC(=O)N(c4ccc(OC)cc4)C3)nc3ccccc32)cc1 (stereo not given)	-8	4	-3
56	CNN=Cc1ccc(SC)cc1	-9	6	-5
57	Cc1ccc2nc(NC(=O)CCCn3nc(-c4cccs4)ccc3=O)sc2c1	0	5	-3
58	CCS(=O)(=O)N1CC(C(=O)O)Oc2ccccc21 (stereo not given)	-3	0	-7
59	CC(Oc1ccccc1)C(=O)Nc1c2c(nn1CC(=O)NCc1ccccc1)CSC2 (stereo not given)	5	-6	0
60	Cn1ccnc1SCCNC(=O)c1cn(CC2CCCCC2)nn1	1	-2	.
61	O=C(C1CCCc2c1[nH]c1ccccc21)N1Cc2cnn(CCO)c2C1 (stereo not given)	2	5	.
62	CCCNC(=O)COc1ncnc2ccc(Br)cc12	-7	2	.
63	CN(Cc1ccccc1)C1CCCN(C(=O)CNC(N)=O)C1 (stereo not given)	-9	.	-12
64	Cc1cc(C(=O)CSc2nc(N)cc(N)n2)c(C)n1-c1nccs1	-3	0	-3
65	CCOC(=O)N1CCC(N2CCC3(CC2)C(=O)N(CCN(C)C)C(=O)N3CC)CC1	-16	23	-6
66	Cc1nn(C(C)(C)C)c(OC(=O)c2ccc([N+](=O)[O-])cc2)c1S(=O)(=O)c1ccccc1	-9	0	-6
67	CCCCCN(CC(=O)N(CCc1ccc(OC)c(OC)c1)Cc1ccc(C)o1)C(=O)c1ccccc1C	0	0	-3
68	COc1ccc(NC(c2ccccn2)c2oc(CO)cc(=O)c2O)cc1 (stereo not given)	-10	10	-7
69	Cc1ccc2nc(C3CCCN3Cc3noc(-c4ccco4)n3)[nH]c2c1 (stereo not given)	-2	3	-10
70	CCCn1ccnc1C1CC(=O)Nc2c1cnn2Cc1ccccc1Cl (stereo not given)	0	-7	-2
71	CC(C)COCC(O)CN(Cc1ccco1)Cc1ccccc1F (stereo not given)	-3	-3	-4
72	C=CCNS(=O)(=O)c1ccc2[nH]c(=O)[nH]c2c1	-10	16	-6
73	O=C(NCCc1cccc(C(F)(F)F)c1)c1ccccc1C1CCNC1 (stereo not given)	-6	3	-10
74	O=C(C1CCC(Cn2c(=O)c3sccc3n(Cc3ccccc3)c2=O)CC1)N1CCOCC1 (stereo not given)	-5	4	-7
75	Cc1cc(N2CCN(C(=O)CCn3c(=O)oc4cc(Cl)ccc43)CC2)nc(C(C)C)n1	4	-2	.
76	COC(=O)[C@@H]1C[C@@H](N(C)C)CN1S(=O)(=O)c1ccccc1OC	0	-5	.
77	COc1cccc(O)c1CN1CCC2(CCN(C)C2)CC1	-4	1	-11
78	Cc1nc2nc[nH]n2c(=O)c1NS(C)(=O)=O	5	12	.
79	O=C1NC(=O)C(C=NNC(=O)C2CCCCC2)C(=O)N1	-7	4	-8
80	CC(C)=CC(=O)N1CCC(Cc2ccc(-n3cccc3)cc2)CC1	-2	0	-5
81	COc1ccc(-c2c(C)nn(-c3ccccc3)c2C)c(C(=O)N2CCC(n3c(=O)[nH]c4ccccc43)CC2)c1	-5	-9	-6
82	CC(NC(=O)c1ccc(Br)o1)C12CC3CC(CC(C3)C1)C2 (stereo not given)	-6	4	.
83	O=C(CSc1ccc(NC(=O)c2ccccc2F)nn1)NCCc1ccccc1	1	17	.
84	Cc1ccn2c(NC(=O)C34CC5CC(CC(C5)C3)C4)c(-c3cccc(Cl)c3)nc2c1	-7	-12	-8
85	CCOC(=O)N1CCN(C(c2ccc(Cl)c(Cl)c2)C2Sc3nc(C)nn3C2=O)CC1 (stereo not given)	1	-11	-2
86	Cc1noc(C)c1C(=O)N1CCC1(C)C(=O)NS(=O)(=O)c1cccs1 (stereo not given)	-6	-1	.
87	CS(=O)(=O)Nc1ccsc1C(=O)O	-2	4	.
88	Cc1ccc(C)c(C2=NN(C(=O)CN3CCCC3)C(c3ccccc3F)C2)c1 (stereo not given)	-2	9	-4
89	COc1cc2c(cc1OC)C(CNC(=O)c1ccc(Cl)cc1)N(Cc1cccc(F)c1)CC2 (stereo not given)	2	5	-3
90	CCCCc1nc(SCC(=O)Nc2ccc(C(N)=O)cc2)c2c(=O)n(C)c(=O)n(C)c2n1	-10	-3	-9

Reformatted screen by screen: entries from further up
[76] COC(=O)[C@@H]1C[C@@H](N(C)C)CN1S(=O)(=O)c1ccccc1OC
[77] COc1cccc(O)c1CN1CCC2(CCN(C)C2)CC1
[78] Cc1nc2nc[nH]n2c(=O)c1NS(C)(=O)=O
[79] O=C1NC(=O)C(C=NNC(=O)C2CCCCC2)C(=O)N1
[80] CC(C)=CC(=O)N1CCC(Cc2ccc(-n3cccc3)cc2)CC1
[81] COc1ccc(-c2c(C)nn(-c3ccccc3)c2C)c(C(=O)N2CCC(n3c(=O)[nH]c4ccccc43)CC2)c1
[82] CC(NC(=O)c1ccc(Br)o1)C12CC3CC(CC(C3)C1)C2 (stereo not given)
[83] O=C(CSc1ccc(NC(=O)c2ccccc2F)nn1)NCCc1ccccc1
[84] Cc1ccn2c(NC(=O)C34CC5CC(CC(C5)C3)C4)c(-c3cccc(Cl)c3)nc2c1
[85] CCOC(=O)N1CCN(C(c2ccc(Cl)c(Cl)c2)C2Sc3nc(C)nn3C2=O)CC1 (stereo not given)
assay / entry	76	77	78	79	80	81	82	83	84	85
hcGAS lum	0	-4	5	-7	-2	-5	-6	1	-7	1
NPYLR7 agonist	-5	1	12	4	0	-9	4	17	-12	-11
mcGAS lum	.	-11	.	-8	-5	-6	.	.	-8	-2

[86] Cc1noc(C)c1C(=O)N1CCC1(C)C(=O)NS(=O)(=O)c1cccs1 (stereo not given)
[87] CS(=O)(=O)Nc1ccsc1C(=O)O
assay / entry	86	87
hcGAS lum	-6	-2
NPYLR7 agonist	-1	4
mcGAS lum	.	.

Following part:
no.	Molecule	hcGAS lum	NPYLR7 agonist	mcGAS lum
91	CC(=O)c1ccc(N2CCN(C(=O)CN(C)C(C)c3cccs3)CC2)c(F)c1 (stereo not given)	-3	3	-6
92	COC(=O)[C@@H]1C[C@H](NC(=O)CSC)CN1C(=O)CC(C)(C)CC(=O)N1C[C@@H](NC(=O)C2CC2)C[C@H]1C(=O)O	-7	-6	-7
93	CCCCN(C)CC(=O)c1cc(C)n(C(C)C)c1C	-6	1	.
94	Cc1nn(C)cc1-c1ccnc(NCc2cn[nH]c2-c2ccc(Cl)cc2)n1	-4	8	.
95	O=C(NC12CC3CC(CC(C3)C1)C2)c1cncc(Br)c1	-8	-24	.
96	O=C(CNC(=O)C1CC1(c1ccccc1)c1ccccc1)NCc1cccc(OC(F)(F)F)c1 (stereo not given)	-4	-8	-5
97	CCOC(=O)C1(Cc2ccccc2)CCCN(S(=O)(=O)c2cc(OC)ccc2OC)C1 (stereo not given)	-8	.	-10
